TSHR antag – Antagonists of the Thyroid Stimulating Hormone Receptor: HTS campaign. Thyrotropin receptor (Homo sapiens), P16473. TSHR-expressing cells, TSH-stimulated cAMP HTRF, 2 h; stronger effect = lower value. activity change, negative = inhibition, % at 11.5 µM. actives 0.2% (n = 330,000);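 active = activity change below a set negative limit, meaning inhibition stronger than a set level, cut at about -70% in these data; inconclusive = activity change between two set negative limits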; note: % is set by controls: 0 for no effect and ±100 for the full control effect
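Read-out is FRET at 665 nm (cryptate excitation 337 nm) from a cryptate-tagged anti-cAMP antibody, competed by cell cAMP against cAMP-d2. Compounds are tested on freshly harvested TSHR cells challenged with 4nM TSH (EC80) for 2 hours at 37 deg C.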
USP2a inh – qHTS Assay for Inhibitors of Ubiquitin-specific Protease USP2a Using CHOP2 as the Reporter | USP2 core, Ub-CHOP2 coupled fluorogenic reporter, 485/531 | Potency, µM (top dose mostly 38.3 µM), inactives show top-dose activity change, negative = inhibition, usual class: inhibitors | actives 0.01% (n = 330,000) | AID 463254, 2010;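 note: potency is the fitted concentration of half-maximal effect; plate controls were DMSO wells for no effect and full inhibition by NEM control for full effect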
Target sequence (O75604 whole entry, looked up): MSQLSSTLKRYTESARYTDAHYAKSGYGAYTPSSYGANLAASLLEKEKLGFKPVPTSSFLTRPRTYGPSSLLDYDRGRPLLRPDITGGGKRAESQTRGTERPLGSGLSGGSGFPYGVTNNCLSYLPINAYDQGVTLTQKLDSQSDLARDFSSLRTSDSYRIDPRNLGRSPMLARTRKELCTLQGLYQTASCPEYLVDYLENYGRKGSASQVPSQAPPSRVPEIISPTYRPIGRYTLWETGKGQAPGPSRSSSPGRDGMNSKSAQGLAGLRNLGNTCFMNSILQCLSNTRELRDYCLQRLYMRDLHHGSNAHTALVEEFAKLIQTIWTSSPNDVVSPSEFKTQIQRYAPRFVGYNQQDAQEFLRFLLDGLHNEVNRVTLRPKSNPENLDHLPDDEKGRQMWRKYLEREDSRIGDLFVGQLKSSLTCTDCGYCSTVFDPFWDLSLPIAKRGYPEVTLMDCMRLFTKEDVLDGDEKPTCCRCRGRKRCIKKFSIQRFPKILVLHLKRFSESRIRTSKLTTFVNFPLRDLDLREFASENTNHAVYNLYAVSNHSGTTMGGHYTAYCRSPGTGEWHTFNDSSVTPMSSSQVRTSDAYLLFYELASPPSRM
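Deubiquitinase activity read as fluorescence (485/531 nm) after Ub-CHOP2 cleavage activates the enterokinase reporter on its substrate; USP2 core 10nM, Ub-CHOP2 and substrate 25nM each, 30min compound preincubation then 60min RT; data normalized to NEM, curves fitted.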
TCR act – Activators of T cell receptors: qHTS campaign. Potency, µM (highest dose often 9.22 µM), for the others: top-dose activation of IL-2 secretion, hits mostly activators. 330,000 tested, under 10 active. primary human leukocytes, anti-CD3, IL-2 HTRF, 48 h; note: % of control where 0% means no effect
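Human primary leukocytes + a-CD3 beads + cpd, 48 hr; IL-2 in supernatant by HTRF (ex 320nm / em 665nm). No co-stimulatory signal supplied.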
hERG WT inh – qHTS for Inhibitors of KCHN2 3.1: Wildtype qHTS; actives 0.37% (n = 340,000); AID 720551, 2013; U2OS, BacMam KCNH2, thallium flux FluxOr; stronger effect = lower value; Voltage-gated inwardly rectifying potassium channel KCNH2 (Homo sapiens), Q12809; activity change, % at 1.84 µM;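 active = maximum activity change below -70%; inconclusive = maximum activity change between -70% and -50%; inactive = maximum activity change above -50%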; note: % is set by controls: 0 for no effect and ±100 for the full control effect
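U2OS cells transduced with wild-type KCNH2 virus are loaded with FluxOr dye for 45 min, and thallium flux is measured in kinetic reads before and after stimulation buffer. Rate constants are normalized to DMSO controls.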
TRPV1 agonist – HTS Assay for Compounds that Act as Agonists of the Vanilloid Receptor 1; Transient receptor potential cation channel subfamily V member 1 (Homo sapiens), Q8NER1; TRPV1-expressing cells, Fluo-8 calcium influx, agonist mode; activation, % at 8.33 µM; actives 0.19% (n = 320,000); AID 540275, 2011; in the data active = activation above about 80%; inconclusive = between about 30% and that limit; note: 0% is about no effect
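TRPV1-expressing cells were cultured overnight at 35.5C and loaded with Fluo-8 calcium dye for 40 to 90 min at room temperature. After a 10 s baseline, compound was added and calcium influx was read kinetically for 3 min (ex 480/em 520 nm).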
KCNH2 3.1 block – qHTS for Inhibitors of KCHN2 3.1: Mutant qHTS; Potassium voltage-gated channel subfamily H member 2, brain isoform KCNH2 3.1 (human); U2OS KCNH2 3.1, thallium flux FluxOr; stronger effect = lower value; activity change, % (tested at about 1.8 µM); actives 0.95% (n = 340,000); AID 720553, 2013;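 active = maximum activity change below -70%; inconclusive = maximum activity change from -70% to -50%; inactive = maximum activity change above -50%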;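 note: thallium influx rate constant from kinetic fluorescence after stimulation buffer; % is set by controls: 0 for no effect and ±100 for the full control effect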
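Measured as rate of thallium-driven FluxOr signal in transduced U2OS cells carrying the 3.1 channel, read kinetically for 2 min upon stimulation; values are rate constants scaled to DMSO control wells.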
AT treatment – qHTS Assay for Identifying a Potential Treatment of Ataxia-Telangiectasia; […] A-T fibroblasts, KAP-1 phosphorylation AlphaLISA; neocarzinostatin DNA damage 30 min before lysis; Potency, µM (doses to about 57.5 µM), for inactives: top-dose activation, hits mostly activators; actives 0.19% (n = 320,000); note: potency is the fitted concentration of half-maximal effect; % of control where 0% means no effect; nearly all actives have a fitted effect of over 45% in size
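hTERT-immortalized A-T patient fibroblasts ([…]), 500 cells/well in OPTI-MEM, 1% FBS, got compounds for 60 min, then NCS for 30 min at 37C. Lysates were then assayed for phospho-KAP-1 by AlphaLISA (anti-pKAP1 donor, anti-KAP1 acceptor beads), 6 hr at 25C.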
Mito fusion yeast – qHTS Assay for Small Molecule Inhibitors of Mitochondrial Division or Activators of Mitochondrial Fusion. actives 0.23% (n = 320,000). S. cerevisiae fusion-defective mutant growth rescue, CellTiterGlo 48 h. AID 485298, 2010. Potency, µM (top dose mostly 46.1 µM), without a hit: at the highest dose growth rescue (activation), hits mostly activators;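 note: potency is the fitted concentration of half-maximal effect; % of control where 0% means no effect; nearly all actives have a fitted effect of over 45% in size; temperature-sensitive fusion mutants such as fzo1-1 at 37 °C on non-fermentable ethanol glycerol medium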
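Read-out: ATP-based luminescence (CellTiterGlo, 10 min ambient) reporting growth of fusion-defective ts yeast after 48 hours at 37C on glycerol/ethanol YPEG medium in the presence of compound.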
ELG1 repair inh – qHTS screen for small molecules that inhibit ELG1-dependent DNA repair in human embryonic kidney (HEK293T) cells expressing luciferase-tagged ELG1; actives 2.3% (n = 330,000); HEK293T ELG1-luciferase reporter, luminescence, 16 h; DNA damage induced by 5-fluorouridine; Potency, µM (series often up to 46.1 µM), without a hit: top-dose activity change, negative = inhibition, usual class: inhibitors; AID 504467, 2011; note: potency is the fitted concentration of half-maximal effect; % is set by controls: 0 for no effect and ±100 for the full control effect; nearly all actives have a fitted effect of over 55% in size
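Luminescence from the luciferase reporter, measured 30 min after ONE-Glo reagent at room temperature, was the read-out. Beforehand, 2,000 cells per well were exposed for 16 hr at 37 °C to 5-fluorouridine together with compound or vehicle.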
Eya2 phos inh – qHTS Assay for Inhibitors of the Phosphatase Activity of Eya2; Protein phosphatase EYA2 (Homo sapiens), O00167; recombinant Eya2, OMFP fluorescence dephosphorylation (OMFP is methylfluorescein phosphate); Potency, µM (top dose mostly 76.9 µM), for inactives: at the top dose activity, negative = inhibition, actives largely listed as inhibitors; actives 0.006% (n = 330,000); AID 488837, 2010; note: potency is the fitted concentration of half-maximal effect; % is set by controls: 0 for no effect and ±100 for the full control effect
Target sequence (O00167 whole entry, looked up): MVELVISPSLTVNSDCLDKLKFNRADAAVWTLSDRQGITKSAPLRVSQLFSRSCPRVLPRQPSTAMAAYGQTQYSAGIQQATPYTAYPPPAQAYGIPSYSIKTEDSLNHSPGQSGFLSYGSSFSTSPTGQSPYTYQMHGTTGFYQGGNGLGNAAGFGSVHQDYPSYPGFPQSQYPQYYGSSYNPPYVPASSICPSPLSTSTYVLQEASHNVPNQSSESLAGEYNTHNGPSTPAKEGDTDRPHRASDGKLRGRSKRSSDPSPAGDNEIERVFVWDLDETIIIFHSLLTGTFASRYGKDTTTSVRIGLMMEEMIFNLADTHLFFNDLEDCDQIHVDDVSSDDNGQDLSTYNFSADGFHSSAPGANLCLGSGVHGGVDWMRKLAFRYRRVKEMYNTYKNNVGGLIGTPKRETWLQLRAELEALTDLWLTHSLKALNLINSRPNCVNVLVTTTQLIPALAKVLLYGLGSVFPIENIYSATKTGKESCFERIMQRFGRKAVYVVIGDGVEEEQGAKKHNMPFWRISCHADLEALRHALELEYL
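Eya2 protein (added as 0.2 uM solution) was preincubated with compound for 10 min at ambient temperature in 50 mM HEPES pH 7.5, 50 mM NaCl, 5 uM MgCl2, 0.05% BSA, 1 mM DTT. OMFP (added at 50 uM) then reacted 10 min; fluorescence read at 485/525 nm.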
* marks the source's active call; other numbers are inactive results; i = inactive; ? = inconclusive; / = no result given; [ ] = remark or other dose. Unless noted, calls come from the whole dose curve; as a rule, active = well fitted curve in the direction sought with a large enough effect; inconclusive = small, poorly fitted or top-dose-only effect, or another doubt; inactive = no such curve, though single readings can be large; an effect the other way counts as inactive or inconclusive. Only part of the results is shown (hit frequency here may not be typical).

SMILES | TSHR antag | USP2a inh | TCR act | hERG WT inh | TRPV1 agonist | KCNH2 3.1 block | AT treatment | Mito fusion yeast | ELG1 repair inh | Eya2 phos inh
COP1(=O)C=C[C@H](N(Cc2ccccc2)S(=O)(=O)c2ccccc2[N+](=O)[O-])[C@@H](C)O1 (some centres undefined) | 9 | -2% | 9% | 9 | 0 | 13 | -14% | -23% | -1% | -2%
CCc1cc2cc(C)ccc2nc1SCC(=O)NNC(=O)c1ccco1 | -12 | 1% | 6% | -19 | -6 | -4 | 21% | 1% | 5% | 0%
O=C(CN1C(=O)NC2(CCCCC2)C1=O)Nc1cccc(Cl)c1Cl | -2 | 2% | / | 11 | 3 | 8 | 4% | -1% | 7% | 14%
COc1cc(NC(=O)c2ccccc2OCc2ccccc2)cc(OC)c1OC | 2 | -1% | -6% | -1 | ? | -9 | 6% | -4% | 16µM* | -8%
CCOC(=O)c1c(C)[nH]c(C(=O)Cn2nnc(-c3ccccc3)n2)c1C | 2 | -1% | 10% | 10 | -4 | -6 | 8% | 10% | -1% | 7%
CCN(CC)CCNC1=NCCn2c1cc1cc(OC)ccc12 | 8 | 3% | / | 15 | 0 | -29 | -3% | 0% | -18% | -10%
OC(COc1ccc(Cl)cc1)CN1C2=NCCCN2c2ccccc21 (centres undefined) | 6 | 4% | -11% | -146* | 7 | -97* | -3% | -1% | -19% | 5%
Cc1ccc(-n2nc3c(c2NC(=O)/C=C\c2ccc4c(c2)OCO4)CSC3)cc1 | -1 | 5% | -4% | -3 | 1 | 17 | 3% | 4% | -22% | -2%
CC(=O)c1ccc(NC(=S)NCc2ccco2)cc1 | 1 | -3% | 0% | 2 | 27 | 6 | 1% | -3% | ? | -4%
Cc1nc2cc(NC(=O)NC(C)(C)C)ccc2n1C | 9 | 1% | 7% | / | -2 | 23 | -4%[11.5 µM] | 0% | ? | 5%
CC(C)=CCN1CCN(Cc2cnc(C)s2)CC1CCO (centres undefined) | -17 | 0% | -4% | -3 | ? | 3 | 2% | 21% | ? | -3%
N#C/C(=C\c1c(Oc2ccccc2F)nc2ccccn2c1=O)C(=O)NC1CCS(=O)(=O)C1 (centres undefined) | -12 | -1% | -3% | 2 | 0 | -1 | -4% | -4% | -4% | 7%
C=CCOc1ccc(/C=C/C(=O)OCC(=O)NC2CCCCCC2)cc1 | -13 | 2% | -2% | 13 | 1 | 10 | 1% | -2% | 1% | 7%
C[C@H]1C=C(C(=O)NCc2nc3ccccc3[nH]2)O[C@@H](OCc2ccc(CO)cc2)C1 | -4 | -3% | 13% | -4 | 2 | -17 | 6% | -22% | 12% | 9%
c1cncc(-c2cn(C[C@H]3CC[C@@H]([C@@H]4CC[C@H](Cn5cc(-c6cccnc6)nn5)O4)O3)nn2)c1 | 1 | 2% | 0% | -5 | -3 | 6 | 4% | 0% | -17% | 8%
COc1ccc(N2C(=S)NC3CS(=O)(=O)CC32)cc1 (centres undefined) | 44 | -3% | 10% | -7 | -1 | 0 | 7% | -8% | 1% | 24%
CCOc1ccc(NC(=S)N2CCc3cc(OC)c(OC)cc3C2COc2ccc3c(C)cc(=O)oc3c2)cc1 (centres undefined) | -4 | 2% | 1%[46.1 µM] | -11 | 4 | -10 | -7% | 2% | ? | 1%
O=C(COC(=O)c1ccc(Cl)nc1)Nc1cccc(S(=O)(=O)N2CCCCC2)c1 | -23 | 1% | -7% | -3 | 4 | -5 | 3% | 2% | 1% | 1%
Oc1c(Br)cc(Br)cc1/C=N/N1CCN(Cc2ccccc2)CC1 | 7 | -2% | 0%[46.1 µM] | 8 | -4 | -14 | 5% | -5% | ? | 4%
CN1CCN(C/C(=C2/N=C(c3ccccc3)OC2=O)N(C)C)CC1 | 13 | 2% | / | 22 | -1 | -12 | 11% | 5% | 14% | 10%
Cc1ccc(-n2c(-c3cccs3)nc3nc4ccccc4nc32)cc1 | 5 | 4% | -2%[46.1 µM] | / | 2 | / | 4% | 16% | ? | 7%
CCOC(=O)c1ccc(N=NN(C)C)cc1 | -4 | 1% | -4% | -2 | 12 | 20 | -23% | -4% | ? | 1%
CC1CCC(C(C)C)C(OCC[N+](C)(C)C)C1 (centres undefined) | 0 | 5% | 0%[46.1 µM] | -1 | -2 | 4 | 4% | -5% | 1% | -5%
CC(OC(=O)c1ccc(Cl)cc1)C(=O)NCC1CCCCC1 (centres undefined) | -17 | 0% | -2% | 6 | 19 | -1 | -10% | -4% | 9% | -6%
C=CCn1c(SCC(=O)c2cc(C)n(C(C)COC)c2C)nc2sc(C)c(C)c2c1=O (centres undefined) | -19 | -1% | -3% | 2 | 17 | -1 | -2% | 17% | ? | -20%
OC(COc1ccccc1)CSc1ncn[nH]1 (centres undefined) | 9 | 3% | 0% | -1 | 4 | 6 | 10% | -2% | 11% | 0%
CC(=O)Nc1ccc(S(=O)(=O)c2ccc(C)cc2)cc1 | 7 | 3% | / | 21 | -2 | 6 | 4% | 1% | -2% | 2%
Fc1ccccc1-n1c(-c2ccc3ccccc3n2)n[nH]c1=S | 20 | 0% | 6% | 4 | 6 | -4 | -2% | 3% | 0% | 11%
Cc1ccc(NC(=O)CSc2nc3ccccc3c(=O)n2CCCN2CCCCC2)cc1C | 3 | -2% | 3% | -16 | 5 | ? | -3% | -5% | -1% | 7%
Cc1csc2c(C#N)c(=O)c3c(n12)CCC3 | 8 | 4% | 2% | 14 | -5 | -3 | 0% | 13% | -7% | -4%
CC(C)C(c1nnnn1C1CCCC1)N1CCCc2ccccc21 (centres undefined) | -16 | 0% | -2%[46.1 µM] | -8 | 5 | -11 | 11% | 9% | -20% | -8%
COc1ccc2oc(C(=O)OCC(=O)NCc3ccccc3OC)c(C)c2c1 | -1 | 0% | 1% | -4 | 7 | -37 | -2% | -5% | ? | 8%
Cc1c(NC(=O)C(C)N(c2ccccc2)S(C)(=O)=O)c(=O)n(-c2ccccc2)n1C (centres undefined) | 23 | 3% | 0% | -1 | -1 | -1 | 1% | -4% | 7% | 5%
COc1ccc(N(C)C(=O)CCC(=O)Nc2ccc3nc(N4CCOCC4)cc(C)c3c2)c(OC)c1 | -49 | -11% | 2% | -3 | 0 | 18 | 8% | 1% | ? | -2%
CCCN1CCc2c(sc3nc(SCC)n(-c4ccc(OC)cc4)c(=O)c23)C1 | -1 | 3% | 3% | -3 | 3 | 0 | 2% | 6% | -4% | ?
Cc1ccc(NC(=O)C2COc3ccccc3O2)cc1 (centres undefined) | 42 | -4% | / | -26 | ? | -17 | 26% | 3% | ? | -3%

Sorted by molecular weight (smallest number first): 3 of the compounds above
SMILES | TSHR antag | USP2a inh | TCR act | hERG WT inh | TRPV1 agonist | KCNH2 3.1 block | AT treatment | Mito fusion yeast | ELG1 repair inh | Eya2 phos inh
Fc1ccccc1-n1c(-c2ccc3ccccc3n2)n[nH]c1=S | 20 | 0% | 6% | 4 | 6 | -4 | -2% | 3% | 0% | 11%
CCCN1CCc2c(sc3nc(SCC)n(-c4ccc(OC)cc4)c(=O)c23)C1 | -1 | 3% | 3% | -3 | 3 | 0 | 2% | 6% | -4% | ?
C=CCn1c(SCC(=O)c2cc(C)n(C(C)COC)c2C)nc2sc(C)c(C)c2c1=O (centres undefined) | -19 | -1% | -3% | 2 | 17 | -1 | -2% | 17% | ? | -20%

New compounds follow
SMILES | TSHR antag | USP2a inh | TCR act | hERG WT inh | TRPV1 agonist | KCNH2 3.1 block | AT treatment | Mito fusion yeast | ELG1 repair inh | Eya2 phos inh
CCN(CC(=O)Nc1c(F)cccc1F)C(=O)c1ccc(S(=O)(=O)N2CCCC2)cc1 | / | 2% | -1% | -17 | -4 | -8 | 15% | 4% | 3% | 15%
COc1cccc(NC(=O)CSc2nnc(-c3ccc(C)cc3)o2)c1 | 7 | -3% | 9% | -1 | ? | -29 | 0% | -6% | ? | 4%
Cn1c(C(=O)N/N=C/c2ccccc2)cc2ccccc21 | -14 | -1% | / | 12 | ? | 3 | -6% | 0% | ? | 9%
COc1ccc(OC)c(C(=O)c2ccccc2)c1 | 2 | 3% | -3%[46.1 µM] | -3 | 16 | 2 | -7% | 1% | -1% | 3%
O=c1c2[nH]c3ccccc3c2ncn1Cc1ccccn1 | 6 | 1% | -2% | -11 | / | 18 | 23% | -2% | 8% | -5%
N#Cc1cccn1-c1nccc(-c2cccs2)n1 | -6 | -1% | 0% | i | 15 | -8 | 8% | 2% | ? | -10%
